Assay outcomes deposited in PubChem BioAssay by several laboratories.
Ecoli viability – E. coli V3065 growth inhibition, primary screen, counter-screen for AddAB inhibitor project, absorbance, OD600; 18 h; inhibition, % at 11.9 µM; actives 0.27% (n = 330,000);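 active means inhibition above the campaign's mean inhibition across all tested compounds plus 3 SD, cut at about 9.9% in these data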;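 further: uninfected addAB+ strain grown without phage in ampicillin broth; 0% = DMSO wells and 100% = ciprofloxacin 0.95 µg/ml wells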
PKA-R1A act – activators of PKA-R1A holoenzyme, primary screen, biochemical, fluorescence polarization, Cy5-IP20, bovine R1A, mouse PKAc | PKA-R1A dissociation; scaled: DMSO 0%, 113 µM cGMP 100% | actives 0.083% (n = 340,000) | AID 504707, 2011 | activation, % at 11.4 µM;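 active means percent activation above the mean of all tested compounds plus 3 SD, cut at about 19% in these data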;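 further: higher means more PKAc released from R1A so a rise in polarization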
phage Ecoli inh – growth loss of phage-infected E. coli, primary screen, RecBCD inhibitor project, absorbance, with phage, HTS; inhibition, % at 11.9 µM; AID 651602, 2012; actives 0.26% (n = 360,000); in the data active means inhibition above about 11%
PKA-R2B act – activators of PKA-R2B holoenzyme, primary screen, biochemical, fluorescence polarization, Cy5-IP20, human; cAMP-dependent protein kinase catalytic subunit beta (Homo sapiens) + cAMP-dependent …; PKA-R2B holoenzyme dissociation; R2B truncated from residue 108, S112A mutant; 0% DMSO only, 100% 113 µM cGMP; activation, % at 11.4 µM; actives 0.079% (n = 340,000);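 active means activation above a cutoff set at the mean over all compounds plus 3 SD, cut at about 18% in these data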;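 further: higher means more holoenzyme dissociation and a rise in polarization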
Target sequence (P31323 whole entry, looked up, other chains not shown, the tested form may be a part): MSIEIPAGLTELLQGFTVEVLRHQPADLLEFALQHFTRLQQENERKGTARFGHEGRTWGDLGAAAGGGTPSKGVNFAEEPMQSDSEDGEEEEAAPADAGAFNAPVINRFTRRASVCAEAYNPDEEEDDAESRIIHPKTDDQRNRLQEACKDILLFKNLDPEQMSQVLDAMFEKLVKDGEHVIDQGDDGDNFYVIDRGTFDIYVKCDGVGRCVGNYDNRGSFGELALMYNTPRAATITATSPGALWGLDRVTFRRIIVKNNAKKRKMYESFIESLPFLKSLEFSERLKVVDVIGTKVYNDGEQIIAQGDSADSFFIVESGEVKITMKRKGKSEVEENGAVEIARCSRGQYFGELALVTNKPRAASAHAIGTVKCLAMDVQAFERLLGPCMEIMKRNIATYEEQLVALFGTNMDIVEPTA
PfHsp90 yeast 2 – growth inhibition of PfHsp90-expressing yeast, primary screen, antimalarial PfHsp90 inhibitor project, S. cerevisiae, BacTiter-Glo luminescence, single point, set 2. AID 504621, 2011. actives 0.32% (n = 310,000). BacTiter-Glo ATP, 48 h; yeast lacking PDR1 and PDR3 efflux regulators. inhibition, % at 9.4 µM;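 active means every replicate shows inhibition above about 80%, whatever the replicate mean, limit read from the data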;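 further: 0% = DMSO neutral controls and 100% = 20 µM radicicol positive controls; yeast relying on Plasmodium falciparum Hsp90 in place of its own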
AddAB inh – growth inhibition of E. coli expressing H. pylori AddAB, primary screen, AddAB inhibitor project, absorbance; inhibition, % at 11.9 µM; actives 0.29% (n = 330,000); in the data active means inhibition above about 12%;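 further: 0% = vehicle wells of infected cells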
HTR5A inv ag – HTR5A inverse agonists in luminescence cell assay, primary screen, counter-screen for OPRM1-OPRD1 heterodimer inverse agonist project, full-deck HTS; 5-hydroxytryptamine receptor 5A (Homo sapiens), P47898; HTR5A cell line, inverse agonism; inhibition, % at 9.3 µM; actives 0.083% (n = 340,000); in the data active means inhibition mostly above about 23%, no sharp cut-off; inactive means mostly below about 18%;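 further: 0% = cells with DMSO and 100% = no-cell wells with DMSO; some compounds called inactive have numbers as strong as hits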
Target sequence (P47898 whole entry, looked up): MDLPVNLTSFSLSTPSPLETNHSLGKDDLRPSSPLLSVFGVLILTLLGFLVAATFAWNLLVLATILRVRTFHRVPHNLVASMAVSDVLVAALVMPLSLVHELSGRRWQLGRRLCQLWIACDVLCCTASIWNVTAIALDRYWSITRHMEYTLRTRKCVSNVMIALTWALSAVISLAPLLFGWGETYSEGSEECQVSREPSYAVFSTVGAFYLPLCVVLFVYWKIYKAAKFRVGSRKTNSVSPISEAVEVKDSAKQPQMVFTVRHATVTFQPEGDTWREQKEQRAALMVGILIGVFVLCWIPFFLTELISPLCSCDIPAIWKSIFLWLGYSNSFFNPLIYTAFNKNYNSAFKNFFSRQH
MOR-DOR inv ag – inverse agonists of MOR-DOR heterodimerization, primary screen, cell-based, luminescence. Mu-type opioid receptor (Homo sapiens) + Delta-type opioid receptor (Homo sapiens), …. cell-based MOR-DOR heterodimer luminescence, inverse agonism. inhibition, % at 9.3 µM. actives 0.21% (n = 340,000); in the data active means inhibition above about 22%, passing the limit was not always enough;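 further: 0% = cells with DMSO and 100% = wells without cells with DMSO; values of inactives mirror those of a sister screen read the other way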
Tat transport – E. coli Tat export inhibitors, primary screen, MC4100, TorA-mCherry reporter, fluorescence, single point | inhibition, % at 10 µM | AID 488895, 2010 | actives 0.036% (n = 340,000);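 active means mean replicate inhibition at least 50% and at least half of replicates individually reaching 50%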;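 further: exported cargo escapes ClpAP degradation while cytoplasmic cargo is degraded and loses fluorescence; 0% = median of neutral control wells and 100% = median of NaSCN control wells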
OPRM1-OPRD1 ag – agonists of OPRM1-OPRD1 heterodimerization, primary screen, cell-based, luminescence; AID 504326, 2011; actives 0.3% (n = 340,000); activation, % at 9.3 µM; Mu-type opioid receptor (Homo sapiens) + Delta-type opioid receptor (Homo sapiens), …; cells; in the data active means activation above about 18%;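 further: 0% = vehicle-treated cells and 100% = reference agonist; values of inactives mirror those of a sister screen read the other way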
Mot1-301 SUMO – yeast Mot1-301 growth rescue at high temperature, primary screen, SUMOylation pathway inhibitor project, S. cerevisiae, ATP luminescence, 38.5C; S. cerevisiae Mot1-301 growth rescue; percent above DMSO median, 100 means doubled; growth rescue, % at 18.8 µM; actives 1% (n = 320,000); AID 2716, 2010;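 active means every valid replicate shows activation above 250% relative to neutral control wells; inactive means the rest, any valid replicate at or below 250%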;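 further: OY570 slx delta 5 strain wells were the positive control but not used for scaling; some compounds called inactive have numbers as strong as hits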
Active calls of the source: *; / = not tested or not shown.

Results follow in this order: Ecoli viability	PKA-R1A act	phage Ecoli inh	PKA-R2B act	PfHsp90 yeast 2	AddAB inh	HTR5A inv ag	MOR-DOR inv ag	Tat transport	OPRM1-OPRD1 ag	Mot1-301 SUMO
(1) Cc1ccc(C(=O)C(C)OC(=O)CCS(=O)(=O)c2ccc(C)cc2)cc1 (stereo unspecified)
  0.2	-8	0.2	-7	12	0.9	-25	4	-4	-1.0	-2
(2) O=C(Nc1ccccc1)N1C2CCC1CC(O)(c1cccnc1)C2 (stereo unspecified)
  0.6	-6	-1.6	5	0	1.3	-10	5	1	-0.8	125
(3) COC(=O)c1nnn(-c2ccccc2)c1N
  -2.3	-8	2.4	5	/	4.0	-9	-1	-6	0.1	-10
(4) CCOc1ccccc1-c1ccc(C(=O)NCc2ccccc2)o1
  -0.5	-9	3.8	-2	7	0.4	-13	4	10	-0.7	-11
(5) CCCCNC(=O)c1cc2c(C)cc(C)cc2[nH]1
  -0.7	-10	-0.6	-12	13	3.2	-1	10	-4	-2.0	-4
(6) Cc1ccc2[nH]c(=O)c(C3=NN(C(=O)CCC(=O)O)C(c4cccs4)C3)c(-c3ccccc3)c2c1 (stereo unspecified)
  1.8	-8	4.8	5	-9	1.0	-15	11	1	-2.1	2
(7) Cc1ccc(SCC(=O)OCc2csc(CC(=O)Nc3ccccc3C)n2)cc1C
  0.0	-7	3.6	-2	-9	-1.3	8	-1	0	0.2	51
(8) CN1CCN(C(=O)Cn2c(C(F)(F)F)nc3ccccc32)CC1
  -2.2	4	1.4	2	-6	0.8	/	/	6	/	231
(9) CCN(CC)S(=O)(=O)c1cccc(C(=O)Nc2cc(C)nn2-c2ccccc2)c1
  0.7	-6	0.7	-5	-6	2.9	13	14	3	-2.6	/
(10) Cc1cccc(C)c1OCC(=O)Nc1ccc(N2CCOCC2)cc1
  0.0	-1	2.6	-16	1	0.6	31	0	2	0.0	17
(11) O=C(CNC(=O)c1ccc([N+](=O)[O-])cc1)N/N=C/c1c[nH]c2ccccc12
  -0.5	-5	2.5	3	27	1.8	10	-9	-3	1.7	-5
(12) O=C(O)C1CC=CCC1C(=O)Nc1ccc(Oc2ccc(Cl)cc2)cc1 (stereo unspecified)
  1.4	-3	3.2	-18	-9	4.0	8	7	7	-1.5	12
(13) Cc1ccc(NC(=O)C(C)N2C(=O)C3CC=C(Cl)CC3C2=O)cc1 (stereo unspecified)
  1.6	2	1.4	-2	-4	2.7	4	5	3	-0.9	-5
(14) COc1ccccc1CCNC(=O)C(=O)NCC1OCCN1S(=O)(=O)c1ccc(F)cc1 (stereo unspecified)
  0.2	-3	0.6	-9	-14	3.7	-3	-1	0	0.2	62
(15) CN(C(=O)CC(NC(=O)c1ccccc1)(c1ccccc1)c1ccccc1)c1ccccc1
  1.7	-12	2.3	0	/	2.5	3	13	0	-2.3	175
(16) O=C(NCC(F)(F)F)c1ccc(S(=O)(=O)N2CCN(C(=O)C3CCCO3)CC2)cc1 (stereo unspecified)
  -0.3	3	2.0	-4	2	2.8	-4	13	1	-2.6	21
(17) CSC(=S)N/N=C(\C)c1ccc(Br)cc1
  7.5	-3	3.4	-4	-25	7.9	15	-33	-3	6.5	19
(18) FC(F)(F)c1nnc2c(Sc3ccccc3)nc3ccccc3n12
  -2.5	7	2.0	3	/	-0.6	15	12	-4	-2.4	-12
(19) CC(=O)OCCNc1cc(SCc2ccco2)c2nonc2c1[N+](=O)[O-]
  -3.0	-4	/	-16	9	1.9	18	8	8	-1.6	-7
(20) Cc1nc(-c2ccccc2OC(F)(F)F)[nH]c(=O)c1Cl
  -0.3	2	1.3	-2	-8	-0.8	-16	0	4	0.0	5
(21) O=C(NCc1ccccc1)c1cccc(NC(=O)c2ccco2)c1
  2.4	22*	5.4	5	10	3.0	13	8	2	-1.4	11
(22) O=C(c1ccccc1)N(CCN1CCOCC1)C1(C(=O)Nc2ccccc2)CCCCC1
  -0.4	-10	2.2	-3	19	0.5	-6	8	-14	-1.4	/
(23) Cc1noc(C)c1S(=O)(=O)N(C)C[C@H]1Oc2ccc(NC(=O)Cn3cnnn3)cc2C(=O)N([C@H](C)CO)C[C@@H]1C
  1.8	0	0.7	6	1	3.8	-11	17	7	-3.0	16
(24) COc1cc(NC(=O)C2=COCCO2)c(OC)cc1Cl
  -0.3	0	1.9	0	/	2.8	9	12	21	-2.2	-17
(25) C=CCn1c(SCc2csc(C)n2)nc2sc3c(c2c1=O)CCCCC3
  0.9	2	2.7	-3	/	-0.4	14	-5	8	1.1	-16
(26) COc1ccc(NC(=O)c2ccc(OC(F)F)cc2)cc1Cl
  -0.3	2	2.0	7	15	2.8	-28	7	30	-1.4	49
(27) CC(=O)Nc1ccc(NC(=O)c2ccccc2N(C)S(C)(=O)=O)cc1
  -0.7	-1	2.5	-7	/	-3.5	-20	11	-4	-2.0	132
(28) COCC(=O)N/N=C/c1ccc(Sc2nc3ccccc3s2)o1
  -0.8	2	1.7	-2	/	1.9	-7	13	1	-2.4	1
(29) COC(=O)c1cc(Br)c(=O)n(Cc2ccncc2)c1
  1.9	-4	-0.5	-5	17	1.1	22	-2	3	0.3	/
(30) CCCc1cc(=O)oc2cc(OCC(=O)N3CCc4ccccc43)ccc12
  0.8	2	0.7	4	8	1.9	19	-4	4	0.7	5
(31) CC(C(=O)N(C)c1ccccc1)N1CCN(C(=O)c2ccccc2)CC1 (stereo unspecified)
  1.9	0	-2.5	6	10	2.6	13	13	-37	-2.9	-7
(32) CC(C)NC(=O)C(=O)NCCN1CCN(S(=O)(=O)c2ccc(Cl)cc2)CC1
  -4.0	-6	1.2	-1	-11	3.9	-16	0	-1	0.0	156
(33) Cc1nn(C)c(C(=O)N2CCc3ccccc32)c1Cl
  0.8	4	0.4	10	/	4.8	12	6	7	-1.3	32
(34) C=CCN([C@@H](CC(C)C)C(=O)OC)S(=O)(=O)N(CC=C)[C@@H](CC(C)C)C(=O)OC
  1.2	-6	1.3	-10	-17	2.6	-8	-37	11	6.4	-19
(35) Cc1cccc(C)c1-n1c(C)cc(/C=C2\NC(=O)NC2=O)c1C
  -0.2	4	4.2	4	14	2.8	-2	0	2	0.0	12
(36) CCOC(=O)c1sc(NC(=O)c2ccc(S(=O)(=O)N(C)C)cc2)cc1C
  4.9	-13	5.0	-6	3	5.0	0	-1	-4	0.3	4
(37) COc1ccccc1Oc1c(C)oc2c(CN3CCOCC3)c(O)ccc2c1=O
  0.3	-10	1.8	-6	24	-0.1	-9	14	8	-2.6	-8
(38) Cc1nc2ccc(NS(=O)(=O)c3ccc(Br)cc3)cc2s1
  0.0	-12	2.1	0	18	1.2	-8	-19	3	3.6	57
(39) CCN(C(=O)COC(=O)c1n[nH]c2ccccc12)c1ccccc1
  -0.2	7	2.3	-10	9	-1.6	-17	11	-5	-2.9	128
(40) O=C(NCC(c1cccnc1)N1CCN(c2ccccc2F)CC1)c1cccc(Cl)c1 (stereo unspecified)
  -0.3	-12	2.0	-5	11	-2.7	-24	10	-1	-1.8	88
(41) Cc1ccc(C(=O)COC(=O)c2cn3ccccc3n2)cc1
  1.4	-4	1.2	1	0	-2.4	-3	13	3	-2.5	3
(42) COc1ccccc1CNC(=O)CCN1C(=O)c2ccccc2C1=O
  0.6	0	0.1	0	-12	0.2	8	12	1	-2.5	-5
(43) CC(C)c1csc(CN2CCN(Cc3ccccc3)C(CCO)C2)n1 (stereo unspecified)
  0.8	9	1.1	-11	/	3.0	-11	-9	-1	1.8	32
(44) COc1ccc(OC(C)C(=O)Nc2ccccc2F)cc1 (stereo unspecified)
  1.4	4	2.3	-4	-28	2.6	5	5	-4	-1.2	6
(45) O=C(COC(=O)c1ccc(F)cc1)NCC1COc2ccccc2O1 (stereo unspecified)
  -1.9	-12	2.1	-11	4	0.5	6	-1	11	0.2	-17
(46) Cc1cc(C(C)(C)C)cc(C)c1S(=O)(=O)N1CC(=O)Nc2ccccc21
  3.6	-8	-0.3	-14	-6	1.7	-4	-28	8	5.7	17
(47) O=C(NCC1CCOCC1)c1cc(COc2ccc(F)cc2F)on1
  0.8	-5	0.3	-2	2	-0.9	-8	9	-2	-1.6	-19
(48) CC1CCN(C(=O)C2CCN(C(=O)c3cc4sccc4n3Cc3ccc(F)cc3)CC2)CC1
  0.2	-5	0.3	-10	-42	1.2	7	0	3	-0.1	-21
(49) COc1cc(C)nc(Oc2ccc(OCCOc3ccc(C)cc3)nn2)n1
  -0.1	-2	-0.8	1	1	-2.2	-7	9	1	-1.6	-11
(50) Cc1ccccc1OC(=O)C1C(c2ccccc2)C(C(=O)O)C1c1ccccc1 (stereo unspecified)
  -0.2	-7	1.2	3	9	1.4	5	18	-1	-3.6	29
(51) COC(=O)c1cc(Br)c(=O)n(-c2nccs2)c1
  -1.9	7	1.8	17	-20	-0.8	10	-2	6	0.3	204
(52) O=c1c([N+](=O)[O-])c[nH]c2ccccc12
  -0.1	-11	3.2	13	22	4.5	4	7	-3	-1.5	260
(53) CCCCNc1nc2ccccc2nc1Cl
  2.3	2	2.6	-5	16	1.8	8	-3	-6	0.5	4
(54) O=C(OCn1nnc2ccccc2c1=O)C12CC3CC(CC(O)(C3)C1)C2
  -0.4	-4	2.6	-6	3	0.0	8	7	-7	-1.5	-23
(55) COc1ccc2c(CC(=O)OCC(=O)NC(N)=O)coc2c1
  -0.8	-5	1.8	0	-9	0.7	-5	14	3	-2.5	4
(56) OC(c1cccc(Cl)c1)c1nccc2ccccc12 (stereo unspecified)
  -3.0	-4	0.9	-9	-11	-0.1	-10	4	-6	-0.7	1
(57) C=CCNCCOCCOc1ccccc1-c1ccccc1
  -0.3	-5	4.0	1	3	1.1	9	7	-1	-1.3	1
(58) COc1ccc(NS(=O)(=O)c2cc(NC(=O)c3cnc(C)cn3)ccc2N2CCCCC2)cc1
  0.1	4	3.4	-2	-13	2.3	-10	13	1	-2.5	111
(59) Cc1cc(C(=O)N/N=C\C(Br)=C\c2ccccc2)c(C)o1
  -3.1	/	3.8	/	-11	0.0	/	/	1	/	558*
(60) Cc1csc2nc(CSc3ccc(Cl)cc3)cn12
  4.8	7	/	-5	-9	2.6	4	19	0	-3.9	-16
(61) COc1ccc(N2Cc3cccc(C(=O)N4CCN(C(=O)c5ccco5)CC4)c3C2=O)cc1
  -0.1	2	0.8	3	-6	3.2	0	1	-5	-0.2	-2
(62) N#CCCn1nc(-c2ccc(Cl)cc2)cc1Nc1ccccc1NC(=O)C(F)(F)F
  -1.7	-3	4.3	-3	6	4.3	6	-8	2	1.4	17
